Screening results from PubChem.
TCR CD3 inh: human TCR-CD3 binding inhibition; TAMRA-labeled TCR probe fluorescence, biochemical; inhibition, % at 9.4 µM; hit rate 0.37% among 360,000; in the data active = inhibition above about 19%;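 also: recombinant mutant TCR 2C K166C tagged with TAMRA read by polarization; 0% = receptor in buffer alone and 100% = receptor with positive control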
rCAG binder: molecules binding r(CAG) RNA repeats | AID 651821 | r(CAG) RNA repeat, TO-PRO-1 dye displacement fluorescence | hit rate 1.3% among 370,000 | inhibition, % at 3 µM;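 active = inhibition above the plate cutoff, the mean of all test compounds on that plate plus 3 SD, cut at about 35% in these data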;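 also: 0% = DMSO alone and 100% = 100 µM mitoxantrone as full dye displacement; higher means more dye released from RNA so lower well fluorescence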
HTRA1 inhibitor: blocks human HTRA1 serine peptidase. AID 504803. Q92743. recombinant HTRA1, FP-rhodamine activity-based probe, fluorescence polarization. hit rate 0.5% among 340,000. inhibition, % at 5.96 µM; in the data active = inhibition above about 36%;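 also: 0% = enzyme with DMSO and 100% = wells lacking enzyme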
PRMT1 inh: blocks human protein arginine methyltransferase 1. recombinant PRMT1, activity-based probe fluorescence polarization. inhibition, % at 2.79 µM. hit rate 1.3% among 370,000. AID 652257;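 active = inhibition above about 21% made by adding two undisclosed values, limit read from the data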
MBD2 DNA inh: blocks human MBD2 binding to methylated DNA; Q9UBB5; TR-FRET, MBD2 binding to methylated oligonucleotide; inhibition, % at 4.4 µM; hit rate 0.31% among 370,000; AID 686964; in the data active = inhibition above about 13%
LEDGF integ inh: blocks HIV-1 LEDGF/p75-dependent DNA integration; TR-FRET IN-LEDGF/p75 DNA integration, Eu/Cy5; inhibition, % at 3.7 µM; hit rate 0.64% among 370,000; AID 743269;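 active = inhibition above the screen-wide mean plus 3 SD, cut at about 13% in these data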;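 also: signal is the Cy5 over europium emission ratio at 671 and 618 nm; 0% = plate median of compound wells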
SIAE inh: blocks human sialic acid acetylesterase; hit rate 0.69% among 370,000; inhibition, % at 9.66 µM; AID 1053197; SIAE FP-Rh probe binding, fluorescence polarization;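 active = inhibition above a cutoff: mean of compounds within the control limits plus 3 SD of those, cut at about 17% in these data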;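 also: 0% = plate median of compound wells and 100% = probe without SIAE protein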
GC-B act: GC-B (human) receptor activation. HEK293-GC-B cells, CNP EC30, cGMP TR-FRET; 0% at EC30 CNP, 100% saturating CNP. AID 1920062. activation, % at 10 µM. hit rate 0.11% among 370,000. P20594;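 active = activation at 10 µM reaching about 35% in either raw or pattern-adjusted values, limit read from the data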
Target sequence (P20594 whole entry, looked up): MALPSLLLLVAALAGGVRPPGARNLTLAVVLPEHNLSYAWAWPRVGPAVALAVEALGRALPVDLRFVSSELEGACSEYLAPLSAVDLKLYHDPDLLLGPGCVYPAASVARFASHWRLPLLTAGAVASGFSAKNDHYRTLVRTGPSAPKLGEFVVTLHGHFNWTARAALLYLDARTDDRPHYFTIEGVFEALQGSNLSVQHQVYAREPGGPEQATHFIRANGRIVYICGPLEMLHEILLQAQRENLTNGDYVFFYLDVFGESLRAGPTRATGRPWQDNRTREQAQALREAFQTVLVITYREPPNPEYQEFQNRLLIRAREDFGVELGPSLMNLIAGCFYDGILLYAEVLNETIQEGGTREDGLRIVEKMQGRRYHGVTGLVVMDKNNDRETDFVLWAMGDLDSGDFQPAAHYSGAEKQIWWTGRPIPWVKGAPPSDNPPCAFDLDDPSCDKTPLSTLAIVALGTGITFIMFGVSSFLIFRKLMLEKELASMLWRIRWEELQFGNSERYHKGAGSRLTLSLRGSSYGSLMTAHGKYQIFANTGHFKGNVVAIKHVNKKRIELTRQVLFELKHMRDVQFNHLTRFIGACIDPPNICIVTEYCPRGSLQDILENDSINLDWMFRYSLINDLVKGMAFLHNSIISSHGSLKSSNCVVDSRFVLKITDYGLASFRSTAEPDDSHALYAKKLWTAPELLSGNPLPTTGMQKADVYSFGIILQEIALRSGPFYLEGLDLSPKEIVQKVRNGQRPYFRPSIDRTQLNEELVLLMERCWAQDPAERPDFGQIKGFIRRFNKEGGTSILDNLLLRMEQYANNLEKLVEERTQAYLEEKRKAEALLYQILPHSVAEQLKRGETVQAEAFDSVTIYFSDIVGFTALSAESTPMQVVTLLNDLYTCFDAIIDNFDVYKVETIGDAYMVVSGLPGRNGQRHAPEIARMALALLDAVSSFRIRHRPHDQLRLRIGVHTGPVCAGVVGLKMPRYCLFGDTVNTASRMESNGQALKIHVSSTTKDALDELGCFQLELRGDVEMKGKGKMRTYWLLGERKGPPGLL
ABHD4 inh: inhibitors of mouse ABHD4; Q8VD66; purified mABHD4, FP-Rh probe fluorescence polarization; inhibition, % at 8.92 µM; hit rate 0.54% among 370,000;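 active = inhibition exceeding the mean over every tested compound plus 3 SD, cut at about 30% in these data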;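 also: 0% = plate median of compound wells and 100% = S159A mutant with DMSO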
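Assay system: wild-type mouse ABHD4 protein; compound: single nominal dose of 8.92 µM, 0.89% DMSO final; schedule: 45 min + 60 min at 25 °C; measured by: FP readout, ex 525 nm / em 598 nm; evaluation: % inhibition of FP-Rh probe binding versus controls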
TDP2 inh: blocks human TDP2 phosphodiesterase activity | recombinant TDP2, T5PNP hydrolysis, p-nitrophenol absorbance 415 nm | inhibition, % at 12.8 µM | hit rate 0.34% among 370,000 | O95551;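 active = inhibition above the mean of all tested compounds plus 3 SD, set per campaign, cut at about 25% in these data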;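 also: 0% = DMSO with enzyme and 100% = buffer with substrate but no TDP2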
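Assay system: Recombinant human TDP2 | Quantity: 120 nM TDP2 per well | Incubation: 2 h at 37 °C | Signal: Epi absorbance | Evaluation: Percent inhibition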
* = called active by the depositor; / = not tested or not shown. A portion of the library. The share of hits here may be higher or lower than overall.

Order of results: TCR CD3 inh, rCAG binder, HTRA1 inhibitor, PRMT1 inh, MBD2 DNA inh, LEDGF integ inh, SIAE inh, GC-B act, ABHD4 inh, TDP2 inh
> CC(=O)N1CCN(Cc2nc(-c3cccc(Cl)c3)no2)CC1
 : 5, -6, 8, -12, 1, 4, 0, -3, -5, -1
> O=[N+]([O-])c1cccc(-c2nnc(-c3ccccc3F)o2)c1
 : 2, 1, -1, 1, -3, 3, 2, -2, 0, 5
> CCOC(=O)C1CCN(S(=O)(=O)c2cccc(-c3cn4cccnc4n3)c2)CC1
 : 2, -1, 5, 11, -4, -4, 5, 1, -2, -1
> C[C@H](CO)N1C[C@H](C)[C@H](CN(C)S(C)(=O)=O)OCc2cnnn2CCCC1=O
 : 4, 2, -2, -1, -1, 2, -4, 3, -3, -1
> Cc1cc(C)n2nc(C(=O)OCC(=O)Nc3cc(Cl)ccc3C)nc2n1
 : 8, 3, -7, -2, 1, 3, 2, 1, 4, 6
> COc1ccc(CC(=O)N[C@@H](CCSC)C(=O)N2CCC3(CC2)NCCc2[nH]cnc23)cc1
 : -2, -1, 0, -2, 1, 1, 0, 12, -1, 3
> N#Cc1ccc(Cn2ccc3ccc(-c4ccc5ccn(Cc6ccccc6)c5c4)cc32)cc1
 : /, 20, /, 0, -1, -1, -5, -4, 9, -8
> O=[N+]([O-])c1ccc2nc(CN3CCCCC3)[nH]c2c1
 : 2, 0, -5, 0, -1, 0, 5, 0, 0, 8
> O=C1c2ccccc2-c2onc3ccc(Oc4ccccc4)c1c23
 : -34, -7, 39*, 11, -2, 5, -6, -1, -31, 18
> CC(=O)c1cc2c(cc1N(C(=O)Cn1nnc3ccccc31)C(C(=O)NCCC(C)C)c1cccnc1)OCO2 (stereo not given)
 : -3, -9, /, 2, 1, 1, 2, 1, -3, 1
> O=C(Cn1c(S(=O)(=O)Cc2ccccc2)nc2ccccc21)N1CCCCC1
 : 0, 1, 3, 3, 0, 0, 4, 4, 2, 6
> O=C(NCc1ccc(F)cc1)c1ccc(N2CCOCC2)c([N+](=O)[O-])c1
 : 0, 1, 7, -2, -7, 4, -2, 4, 1, 2
> CCc1c(C)[nH]c(=S)c(C#N)c1C
 : 2, 3, 6, 14, -7, -2, -1, -4, -4, -5
> O=C(COC(=O)C1CCC1)NCc1ccc(Cl)cc1Cl
 : -1, -3, 0, -2, 1, 1, 4, 3, 2, 17
> COc1ccc(NC(=O)CN(c2ccc(OC)cc2)S(=O)(=O)c2ccc(OC)c(OC)c2)cc1
 : -1, 4, 1, 2, 4, -5, 1, 3, -2, -3
> Cc1ccc(SCC(=O)NCc2ccccc2C)cc1
 : 5, 10, -6, 3, 0, -6, -9, -6, -1, -5
> O=C(NC1CCCCN(Cc2ccc(Cl)cc2)C1=O)c1ccc(F)cc1 (stereo not given)
 : /, 2, /, -1, -5, -1, -4, 9, 4, 6
> O=C(COC(=O)c1cccc(Br)c1)Nc1cccc(S(=O)(=O)N2CCCCC2)c1
 : 6, 4, -51, -2, -6, 1, -74, -3, -42, 4
> NC(=O)c1ccc(NCCc2ccco2)cc1
 : -4, 3, /, 7, 1, 3, 0, -5, 3, 8
> COc1ccc(Oc2nc(SC)nc3ccsc23)cc1
 : 6, -3, -10, -3, -1, 0, 3, -8, -9, -1
> OCCN1CCN(CCOc2cccc(Cl)c2)CC1
 : -1, -3, 1, 2, -3, 2, 1, 7, -2, 5
> O=C(O)CN(Cc1ccccc1)S(=O)(=O)c1ccc2c(c1)OCCO2
 : 11, 0, 1, -1, 4, -4, 4, 4, -1, -1
> Cn1[nH]c(=O)c(Cl)c(Cl)c1=O
 : -1, -5, 7, 3, 2, -6, -1, 2, 3, 11
> COc1cccc(NC(=O)CN(C)C(=O)CNC(=O)c2ccc3ccccc3c2)c1
 : 9, 1, -9, 3, -2, -1, 4, 2, -3, -5
> CC1CCCCN1C(=O)COC(=O)c1cc(Cl)c2c(c1)OCO2 (stereo not given)
 : -1, -5, -2, -2, -2, -3, 4, -6, -2, -1
> CON=C1CCN(c2ncc(C(F)(F)F)cc2Cl)CC1
 : 4, 0, 3, 0, -5, 1, -8, 2, 7, 1
> COC(=O)c1ccccc1NC(=O)C1CC(c2ccc(F)cc2)=NO1 (stereo not given)
 : 11, -6, -7, -2, 3, 1, 6, -8, -3, -3
> COc1ccc(C(=O)N/N=C(\Cc2ncc[nH]2)c2ccccc2)cc1
 : -1, 3, -1, -1, -7, 1, 8, -7, 2, -12
> O=C1CCC(C(=O)N2CCCCCCC2)CN1Cc1cccc(C(F)(F)F)c1 (stereo not given)
 : -4, -13, 0, 3, 4, -3, -2, 2, 3, 7
> Cc1nn(-c2ccccn2)c2c1C(=O)CC(C)(C)C2Br (stereo not given)
 : -1, 3, -3, -1, 0, 0, 6, -8, 2, 3

Quoted from the listing:
Entry for Cc1cc(C)n2nc(C(=O)OCC(=O)Nc3cc(Cl)ccc3C)nc2n1 under TCR CD3 inh: 8
Entry for CC(=O)N1CCN(Cc2nc(-c3cccc(Cl)c3)no2)CC1 under TDP2 inh: -1

Following part:
Order of results: TCR CD3 inh, rCAG binder, HTRA1 inhibitor, PRMT1 inh, MBD2 DNA inh, LEDGF integ inh, SIAE inh, GC-B act, ABHD4 inh, TDP2 inh
> COc1cc(-c2c(C(=O)c3ccccc3)[nH]c(N)c2C(N)=O)ccc1O
 : /, /, /, 10, 5, -6, 3, -5, -5, -10
> COc1ccc(N(CC(=O)NCc2cccs2)S(=O)(=O)c2ccc(C(C)=O)cc2)cc1
 : 3, 5, 0, 1, -2, -2, 1, 0, 0, 5
> NC(=O)N/C=C1\CCCOC1=O
 : 1, 2, 3, 1, 0, -4, -11, 7, 5, -5
> CCN(CC)c1ccc(S(=O)(=O)N2CCOCC2)cc1NC(=O)COC(=O)/C=C/c1ccc(C)o1
 : 2, 8, -18, 12, 3, -5, 5, 2, 0, 1
> CCOC(=O)C1CCCN(c2cc(C)nc3cc(-c4ccc(Cl)cc4)nn23)C1 (stereo not given)
 : 1, -3, -1, -1, -1, -1, -2, -2, -2, 0
> Cc1ccc(NC(=O)c2sc3nc(N)c(C#N)cc3c2N)cc1
 : 6, 14, -1, 19, -3, 0, -5, 4, 3, -13
> Cc1ccc(C(=O)NN=C2CCCC2)cc1C
 : 8, -2, -14, 0, 1, -2, -10, 5, 0, -8
> C[C@@H]1CN([C@@H](C)CO)C(=O)Cc2cc(NC(=O)Nc3ccc4c(c3)OCO4)ccc2O[C@@H]1CN(C)C(=O)NC1CCCCC1
 : 5, 5, 10, 1, -1, 0, 4, 3, 5, 3
> Cc1cc(C)cc(NC(=S)NC(=O)CCN2C(=O)c3ccccc3C2=O)c1
 : 4, -1, 0, -2, -5, -3, 4, 6, 2, 0
> Cc1cccc(N2CCN(Cc3nc(-c4ccc(F)cc4F)oc3C)CC2)n1
 : 1, -11, -4, 1, 5, 3, 12, -5, 0, 12
> Cc1nn(C)c(C)c1CN(C)C(=O)C1c2ccccc2Oc2ccccc21
 : 0, -10, 10, 6, 1, 0, 1, -4, 8, 6
> COC(=O)c1ccc(-n2c(C)ccc2-c2ccccc2)cc1
 : -3, -1, 3, 26*, 5, -2, 1, -2, 4, 0
> COc1ccc(/C=C/C(=O)NC(=S)NCCc2ccc(OC)c(OC)c2)cc1
 : 5, 4, -18, 2, 1, 3, -7, -6, -5, 4
> COc1ccccc1-n1c(Cc2cccs2)n[nH]c1=S
 : -1, 3, 4, 0, -2, -1, 6, 6, 4, 2
> Cc1cccc(-c2nc(CSCC(=O)N3CCN(c4ccccn4)CC3)c(C)o2)c1
 : 7, -8, -4, -2, 1, -2, 2, -2, 6, -4
> O=C(Nc1nnc(-c2ccc(Cl)cc2)o1)c1ccc(N2C(=O)CCC2=O)cc1
 : 8, 4, 2, 2, -2, -4, 0, 2, 2, 0
> CN(C)Cc1nc2c(c(=O)[nH]1)C1(CCCCC1)Cc1ccccc1-2
 : 1, -9, 4, 2, 6, 4, -6, 2, 8, -5
> CCOc1cc(/C=N/Nc2cc(C)nc(-n3nc(C)cc3C)n2)ccc1O
 : 1, 4, 22, -2, -5, 4, 4, 1, 1, -19
> CN(C)CC(O)COc1ccc(-c2ccc(C#N)cc2)cc1 (stereo not given)
 : 0, 6, /, 3, 3, -2, -2, -9, 2, 9
> Cc1cccc(C)c1NC(=O)c1cc2c(=O)c3ccccc3oc2nc1C(F)(F)F
 : 8, -1, -1, -2, -2, 0, -6, -2, -4, -4
> CC1(C)CC(=O)c2cc(C(=O)Nn3cnnc3)c(=O)n(-c3ccccc3)c2C1
 : 6, 0, 6, 1, 1, -2, 5, -1, -1, 5
> O=S(=O)(NCC1CC1)c1ccc(F)c(Cl)c1
 : 3, 1, 5, -6, 0, 3, -4, 0, 1, 1
> COc1ccc2c3c(ccc2c1)C(=O)/C(=C/O)CC3
 : 5, 18, 38*, 30*, 4, 17*, 6, 0, 27, 4
> Cc1ccc(CO/N=C/C2=C(Cl)c3ccccc3CC2)cc1
 : -4, 2, 2, 1, 6, -3, 1, -2, -10, 4
> CCOC(=O)c1c(NC(=O)C2CCCN(S(=O)(=O)c3ccccc3)C2)sc2c1CCCC2 (stereo not given)
 : -3, 3, -20, -2, -6, 2, 13, -8, 0, 16
> Cc1cccc(C)c1NC(=O)COC(=O)c1ccc(N2CCCC2)c([N+](=O)[O-])c1
 : -10, 3, 2, 0, 7, 2, -17, -2, -3, -6
> CN(C)C(=O)CCCc1nc(-c2ccc(Cl)cc2)no1
 : 5, -3, -4, 2, 5, 9, -3, -4, -12, -4
> COC(=O)[C@]12C[C@H](CC(=O)NCc3cccc4ccccc34)C(=O)N(Cc3ccco3)C1=C[C@H](C1CCCC1)O[C@@H]2C
 : /, 4, /, -2, -2, 6, -5, -7, -12, -5
> C=CCn1c(CNC(=O)c2ccco2)nnc1SCC(=O)c1ccc(OC)cc1
 : 5, -4, -3, -7, -2, -1, 0, 0, 2, -15
> CCc1cc(=O)oc2cc(C)cc(OCC(=O)NCCc3c[nH]c4ccccc34)c12
 : 10, 2, -10, -1, 2, 0, 11, -23, 1, 4
> CSc1nc(C)nc(C2CC2)c1C#N
 : -1, 2, /, 0, 3, -4, -7, 4, 2, 2
